Bioassay records: PubChem, several laboratories
SV40 large T antigen = SV40 large T antigen inhibitors, biochemical (AID 1903); SV40 large T antigen ATPase/helicase inhibition assay; higher % means a stronger effect; one-dose inhibition, % at 20 µM; IC50 in µM for titrated hits; 310,000 tested, 0.39% active; in the data active means a potency from the dose series; inconclusive means inhibition mostly from about 32% at the one dose, without a potency; inactive means the rest, 99 in 100 with inhibition below about 32%; further: strong numbers were not always called active
T cell HTS = modulators of CD8 T cell-vesicle binding, primary screen, mouse 2C CD8+ T cells, flow cytometry; calls only at 7 µM; 2C CD8+ T cell-vesicle binding; hits give low values; 330,000 tested, 0.068% active; AID 2052, 2009;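 active means response, share of CD8 T cells binding vesicles, and their 90th percentile fluorescence all below set limits, cut at about 80% in these data, passing the limit was not always enough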
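Benchmarks: naked versus QL9-loaded vesicles / Assay system: purified 2C TCR transgenic mouse naive CD8+ T cells / Technique: high-throughput flow cytometry with anti-B7-1 and anti-CD8 staining / Timing: Cell–vesicle co-incubation 1.5 h at 37 °C, staining 20 min on ice / Read-out: percent CD8+ FL2 mean versus row control / Probe or stimulus: QL9-loaded Drosophila micro-vesicles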
TNAP activation fold = human TNAP enzyme activators, primary screen, biochemical, luminescent, no phosphate acceptor, uHTS (AID 1001). one-dose activation fold at 20 µM; EC50 in µM for titrated hits. 200,000 tested, 0.03% active. Alkaline phosphatase, tissue-nonspecific isozyme (Homo sapiens). purified TNAP, luminescent activation assay, no phosphate acceptor; higher activation fold means a stronger effect; in the data active means activation fold from about 3, or a potency from the dose series; inactive means the rest, 99 in 100 with activation fold below about 1.6; further: many of its hits are not listed in these tables
PhoP inhibition = inhibitors of PhoP regulon expression, primary screen, Salmonella Typhimurium, GFP reporter (AID 1863). S. Typhimurium PhoP-regulated promoter GFP reporter, 4 h; higher % means a stronger effect. inhibition, % at 50 µM, or IC50 in µM where a hit was titrated. 300,000 tested, 0.16% active;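 active means inhibition over 29.93%, a cutoff 3 SD above the screen mean, later confirmed by dose response; inconclusive means inhibition over 29.93% but no dose response follow-up; inactive means inhibition at most 29.93% or unconfirmed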;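 further: 0% = low Mg2+ inducing control and 100% = high Mg2+ repressing control; strong numbers were not always called active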
RSV CPE inhibition = RSV antiviral activity via CPE protection, HEp-2 cells, primary 10 µM value included (AID 2391) | HEp-2 cells, RSV-induced CPE inhibition; higher % means a stronger effect | one-dose CPE inhibition, % at 10 µM; IC50 in µM for titrated hits | 310,000 tested, 0.13% active; in the data active means a potency from the dose series; inconclusive means CPE inhibition mostly from about 23% at the one dose, without a potency; inactive means the rest, 99 in 100 with CPE inhibition below about 21%; further: strong numbers were not always called active
K1F lysis inhibition = inhibition of K1F phage lysis, E. coli UTI89, bacterial capsule biogenesis inhibitors, alamar blue (AID 488966). E. coli UTI89 K1F phage lysis, alamar blue, 2 h; higher % means a stronger effect. inhibition, % at 100 µM, or IC50 in µM where a hit was titrated. 340,000 tested, 0.02% active;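 active means phage lysis inhibition, versus mean bacterial control, above a set limit; inconclusive means no clear call, values can overlap the other calls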;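 further: capsule biogenesis inhibitors block K1F phage lysis so surviving cells raise fluorescence; higher fluorescence means more inhibition of phage lysis; actives were called in the ten point dose series up to 300 µM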
NTR1 ag = agonists of NTR1, primary screen, imaging, U2OS cells, beta-arrestin-GFP, high content (AID 493036); NTR1-U2OS beta-arrestin-GFP spot imaging, agonist mode; activation, % at 20 µM; 330,000 tested, 0.17% active;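 active means activation at or above 40% of the spot to cytoplasm intensity ratio, with at least 20 cells analyzed; inconclusive means wells under 20 cells, flagged as cytotoxic or low count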;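 further: 0% = DMSO without peptide and 100% = 100 nM NTR1 peptide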
Target sequence (P30989 whole entry, looked up): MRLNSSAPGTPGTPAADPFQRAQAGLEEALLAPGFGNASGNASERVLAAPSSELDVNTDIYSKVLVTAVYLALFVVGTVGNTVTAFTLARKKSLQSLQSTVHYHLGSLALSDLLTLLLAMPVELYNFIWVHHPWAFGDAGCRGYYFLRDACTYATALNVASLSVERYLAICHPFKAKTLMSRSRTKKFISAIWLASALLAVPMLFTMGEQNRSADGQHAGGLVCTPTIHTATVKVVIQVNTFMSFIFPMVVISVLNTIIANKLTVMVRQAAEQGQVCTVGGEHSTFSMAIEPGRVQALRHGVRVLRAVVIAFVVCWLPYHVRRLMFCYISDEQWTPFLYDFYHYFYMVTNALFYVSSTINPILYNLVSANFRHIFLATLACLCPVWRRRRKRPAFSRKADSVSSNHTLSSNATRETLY
Rac1 GTP hydrolysis = MgcRacGAP GTPase-activating activity inhibitors, confirmation, biochemical, ADP Hunter fluorescence; MgcRacGAP-stimulated Rac1 GTP hydrolysis, ADP Hunter fluorescence; higher % means a stronger effect; GST-tagged Rac1 F28L mutant substrate; one-dose inhibition, % at 30 µM; IC50 in µM for titrated hits; 340,000 tested, 0.6% active; AID 624330, 2012;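 active means first-screen hits whose inhibition reached a set limit at any dose in the follow-up dose series; inconclusive means inhibition above the set first-screen limit but never retested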;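 further: fluorescence reports GDP produced by GAP-driven GTP hydrolysis; strong numbers were not always called active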
Myeloid diff MLP = induction of myeloid progenitor differentiation, primary screen, cell-based, flow cytometry, MLPCN library; ER-HoxA9 myeloid progenitors, lysozyme-GFP differentiation; calls only at 10 µM; 360,000 tested, 1% active; AID 624256, 2012;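 active means normalized GFP-positive differentiation at or above the plate's own cutoff, the solvent-only control mean plus 3 SD; inconclusive means no clear call, values can overlap the other calls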;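 further: cells exposed to compound for four days before flow analysis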
T cell HTS vesicle-bound % = second read-out of T cell HTS, no call of its own (marks repeat the call); double positive events, %; measured here: CD8+ vesicle-bound cell fraction;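 binding gate set so that unloaded-vesicle control wells show 10% double positive cells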
NTR1 ag cell count 20 µM = also measured in NTR1 ag; calls as there; cell count; measured here: cell count, cytotoxicity flag
Myeloid diff MLP GFP+ MAC1+ % = further read-out of Myeloid diff MLP, marked with its call; GFP+ MAC1+ double positive, %; measured here: differentiation confirmed by MAC1 staining
Active calls of the source: *; i = inactive; ? = inconclusive; / = not tested or not shown; [ ] = dose if it differs, or a comment.

SMILES	SV40 large T antigen	T cell HTS	T cell HTS vesicle-bound %	TNAP activation fold	PhoP inhibition	RSV CPE inhibition	K1F lysis inhibition	NTR1 ag	NTR1 ag cell count 20 µM	Rac1 GTP hydrolysis	Myeloid diff MLP	Myeloid diff MLP GFP+ MAC1+ %
CC(C)Oc1ccc(/C=N/NC(N)=S)cc1	7.7%	i	37.7	1	7.3%	1.0%	5.9%	1.2	69	9.5%	i	0.1
Cc1nc(C)n(CC(O)COc2ccc3ccccc3c2)n1 (stereo not given)	18.6%	i	43.6	1.1	9.5%	2.6%	0.2%	-0.4	85	8.2%	i	1.5
COc1ccc(/C=C(\C#N)C(=O)Nc2ccc3[nH]c(=O)[nH]c3c2)cc1	1.7%	i	36.0	/	-3.6%	1.4%	0.2%	1.0	56	7.9%	i	0.3
C/C(=N\NC(=O)c1cccc2ccccc12)c1cccs1	13.1%	i	9.2	/	-7.1%	1.1%	0.0%	-0.6	46	9.3%	i	0.8
COc1ccc(NS(=O)(=O)c2cc(Br)cc3c2N(C(C)=O)CC3)cc1	11.6%	i	27.9	/	-3.5%	-0.4%	-1.2%	-0.6	34	4.4%	i	3.8
CCCOC(=O)c1ccc(Oc2cn[nH]c2-c2ccc(OC)cc2O)cc1	1.6%	i	21.4	1.2	8.5%	0.1%	-0.3%	35.7	39	8.8%	i	0.3
CCCCCSc1nnc2c(n1)OC(C)N(C(C)=O)c1ccccc1-2 (stereo not given)	5.7%	i	28.9	1.2	-2.8%	3.2%	1.6%	2.4	70	8.0%	i	5.4
Cc1nnc(SCc2c(Cl)cccc2[N+](=O)[O-])s1	-0.5%	i	55.8	1.1	-6.7%	1.6%	0.1%	-1.9	108	-5.2%	i	0.5
CN(C)C=NC1=NN(c2cccc(C(F)(F)F)c2)CC1	13µM*	i	52.2	1.2	4.9%	-3.7%	0.0%	-1.2	33	38.3µM*	i	1.2
CCOC(=O)NC(Nc1ccc(OC)cc1)(C(F)(F)F)C(F)(F)F	11.7%	i	42.3	0.8	1.0%	2.8%	2.1%[50 µM]	-1.7	80	1.1%	i	0.8
Cc1cc(C)nc(CCNC(=O)c2cc(COc3ccccc3)on2)n1	-5.8%	i	20.6	/	4.8%	0.8%	0.0%	1.4	68	2.9%	i	2.2
O=C(NCc1ccccn1)Nc1ccc(Br)cc1Cl	-0.3%	i	60.3	/	3.2%	1.2%	0.2%	-0.3	59	8.7%	i	0.6
COc1ccc(/C=N/NC(=O)COc2cc(C)cc(C)c2)cc1COC(C)=O	8.1%	i	20.4	1	-4.7%	1.2%	-0.8%[50 µM]	1.2	37	-7.9%	i	1.8
CC(C)S(=O)(=O)c1csc(NC(=O)Nc2cccc([N+](=O)[O-])c2)c1Cl	5.9%	i	32.4	/	6.5%	/	0.9%	50.4*	50*	4.6%	i	0.4
O=C(NNC(=O)c1ccccc1OCc1ccccc1)c1ccccc1F	7.3%	i	33.3	/	-3.4%	1.1%	0.1%	0.9	43	10.0%	i	0.3
CCOC(=O)c1sc(NC(=O)c2cc(-c3cccc(O)c3)on2)c(C(=O)OCC)c1C	7.1%	i	33.9	1.1	-0.6%	2.1%	0.4%	0.6	92	4.4%	i	1.4
CC(C)(C)C(=O)CSc1nnc(Nc2ccccc2)s1	9.3%	i	39.3	1.1	-4.9%	2.0%	2.5%	8.0	47	3.9%	i	0.4
CC(C)(C)C1COc2ccccc2N1C(=O)c1cccc(Cl)c1 (stereo not given)	17.4%	i	11.2	/	3.7%	-1.0%	0.1%	5.2	71	13.8%	i	0.9
O=C(CSc1cccc[n+]1[O-])c1ccc(Cl)cc1	7.8%	i	40.4	1.1	-4.5%	-1.1%	0.3%	0.4	65	0.1%	i	0.4
O=C1c2ccccc2C(=O)N1Cc1nn2c(-c3ccc(Cl)cc3)nnc2s1	/	i	52.6	1	/	1.2%	2.0%	7.1	59	-4.7%	i	0.0
CC(C)Cc1nc(Cl)c(C#N)c2c1CCCC2	11.1%	i	52.9	1	2.8%	1.3%	0.0%	1.0	78	2.1%	i	0.1
O=C(CN1CCN(S(=O)(=O)c2ccc(F)cc2)CC1)Nc1ccccc1C(=O)NC1CC1	/	/	/	/	/	/	0.9%[50 µM]	0.5	66	2.8%	i	0.4
O=C(NCc1ccco1)C1CC(c2cccc([N+](=O)[O-])c2)=NO1 (stereo not given)	11.9%	i	28.2	1	4.7%	-0.6%	-0.1%	0.6	82	5.7%	i	1.5
CN(C)CCCNC(=S)N(CCCN(C)C)Cc1cc2cc3c(cc2[nH]c1=O)OCO3	13.1%	i	65.9	/	-1.4%	0.5%	-0.8%	/	/	3.9%	i	1.1
O=C(Nc1ccccc1)NC1CCS(=O)(=O)C1 (stereo not given)	11.9%	i	59.0	1.1	6.0%	0.9%	1.7%	0.8	57	2.5%	i	0.9
SMILES	SV40 large T antigen	T cell HTS	T cell HTS vesicle-bound %	TNAP activation fold	PhoP inhibition	RSV CPE inhibition	K1F lysis inhibition	NTR1 ag	NTR1 ag cell count 20 µM	Rac1 GTP hydrolysis	Myeloid diff MLP	Myeloid diff MLP GFP+ MAC1+ %
CC(=O)Nc1ccc(NCN2C(=O)[C@@H]3[C@H]4CC[C@H](C4)[C@@H]3C2=O)cc1	28.9%	i	20.3	1.2	-30.0%	0.5%	1.6%[50 µM]	-0.9	66	?	i	0.5
Cc1ccc(C)c(OCCC(=O)OCC(=O)N2CCN(S(=O)(=O)c3ccc(Cl)cc3)CC2)c1	53.1%	i	15.7	/	13.1%	0.9%	-0.9%	3.6	57	6.4%	i	1.1
COC(=O)C1=C(C)N(C)C(=S)NC1c1ccc(Cl)cc1 (stereo not given)	4.8%	i	54.3	1.2	-6.9%	0.3%	-0.2%	-0.6	71	10.0%	i	0.2
COc1ccc(C(C(=O)NCC2CCCO2)N(C(=O)Cn2nnc3ccccc32)c2ccc(NC(C)=O)cc2)cc1OC (stereo not given)	-0.8%	i	14.0	/	-1.9%	0.9%	1.5%	0.7	52	4.8%	i	1.0
O=C(O)CCNS(=O)(=O)c1ccc2c(c1)CCCC2	3.9%	i	18.1	1.1	-5.8%	0.2%	0.5%	3.6	59	-1.7%	i	0.2
COc1ccc(CNC(=O)CN2C(=O)NC(C)(c3ccc(Cl)cc3)C2=O)cc1 (stereo not given)	7.8%	i	19.1	/	3.3%	-0.1%	0.1%	-0.2	55	10.8%	i	0.5
CCn1c(C(=O)N2CCc3ccccc3C2)cc2oc3ccccc3c21	0.5%	i	20.9	1	-4.4%	?	1.1%	2.1	74	8.6%	i	0.9
CSc1sc(C(=O)OC(C)C)c2c1C(=O)CC(C)(C)C2	8.8%	i	49.2	/	-6.0%	1.6%	0.2%	2.6	46	1.1%	i	0.9
COc1ccccc1C(OC(=O)c1ccco1)C(=O)NCc1ccc(F)cc1 (stereo not given)	1.3%	i	13.5	/	0.2%	0.3%	0.1%	0.9	68	2.4%	i	0.6
COc1ccc(NC(=O)CN(C)C(=O)C(Sc2ccccc2)c2ccccc2)cc1 (stereo not given)	/	i	41.8	/	/	2.1%	-1.1%	-3.0	62	5.8%	i	1.5
O=C(Nc1cc2c(oc1=O)CCCC2=O)c1ccccc1	3.5%	i	25.1	1.1	3.9%	-0.6%	0.3%	0.3	83	4.0%	i	0.5
CC(=O)CSc1nc2ccccc2s1	14.2%	i	16.7	1.1	-1.8%	0.8%	-1.0%	0.1	89	8.0%	i	0.6
Cc1ccc(NC(=O)Cc2ccc3c(c2)OCCO3)cc1S(=O)(=O)N1CCCCC1	16.1%	i	23.5	/	0.3%	3.6%	0.4%	-0.7	63	1.8%	i	0.4
COC(=O)CNC(c1ccccc1)c1cc(Br)ccc1N (stereo not given)	-3.1%	i	1.0	/	-3.3%	0.9%	-0.4%	-0.6	48	2.8%	i	0.4
CS(=O)(=O)NC1c2cccc3cccc(c23)C1N1CCOCC1 (stereo not given)	1.3%	i	45.5	1	-11.4%	1.2%	0.3%	0.4	46	1.8%	i	13.3
CCCn1c(NC(=O)c2ccc(Br)cc2)nc2ccccc21	-1.4%	i	31.3	1.2	13.0%	2.4%	3.8%	6.0	97	13.0%	i	8.8
O=[N+]([O-])c1ccc2nc(SCc3cn4cccnc4n3)[nH]c2c1	12.9%	i	18.3	/	-6.5%	-0.1%	-0.9%[50 µM]	2.5	64	10.8%	i	0.8
Cc1ccc(S(=O)(=O)Cn2nnnc2CN(Cc2ccco2)Cc2cccs2)cc1	-0.8%	i	46.6	1	13.1%	2.8%	0.0%	1.1	39	8.1%	i	1.3
CNC(=O)CS(=O)CC(=O)Nc1cc(OC(C)C)c(Cl)cc1Cl (stereo not given)	0.5%	i	50.9	1.1	2.4%	-0.3%	2.5%	0.0	46	-5.5%	i	0.4
Cc1cc(NC(=O)C(C)C)ncc1NC(=O)c1ccco1	15.2%	i	45.2	/	12.3%	-2.8%	0.9%	1.0	58	8.2%	i	0.5
O=C(CCc1nc2cccnc2n1Cc1ccccc1)N1CCOCC1	4.0%	i	28.1	1.1	-8.2%	0.4%	1.1%	0.9	86	5.8%	i	0.8
O=C(COc1ccccc1Cl)Nc1ccc2c(c1)OCO2	6.6%	i	47.6	/	8.4%	1.6%	0.3%	-1.0	50	3.4%	i	0.9
O=C(CNC(=O)c1ccc(Cl)cc1)OC1CCOC1=O (stereo not given)	6.8%	i	53.4	1.1	10.8%	-0.3%	-1.4%	-1.0	42	0.7%	i	0.1
O=C(O)c1ccc(NC(=S)NC(=O)c2cncc(Br)c2)cc1	13.1%	i	67.4	/	-6.4%	2.1%	-0.6%	2.0	61	5.1%	i	0.1
CCCN(CCC)c1nc2ccccc2nc1C(C#N)C(=O)OC(C)COC (stereo not given)	7.0%	i	58.9	/	-2.6%	3.2%	/	1.9	46	/	/	/
Cc1ccc(CNC(=O)CCc2c(C)nc3c(c(C)nn3-c3ccc(C)cc3)c2C)cc1	10.0%	i	49.2	1.4	-8.3%	2.4%	0.3%	10.1	94	-0.9%	i	2.4
CCc1ccccc1NC(=O)CCN1C(=O)c2ccccc2C1=O	16.1%	i	35.0	1.1	11.0%	0.1%	0.4%	0.4	80	6.2%	i	0.3
